# High-throughput results (PubChem)
# C-LANA FP: inhibitors of KSHV LANA C-terminal domain DNA binding | inhibition, % at 9 µM | MBP-C-LANA/FAM-LBS DNA binding, fluorescence polarization | 0.078% of 340,000 active | AID 504423;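 active = highest replicate inhibition at or above 60% at 9 µM, even if other replicates fall short; inactive = all replicates below 60% inhibition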;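 also: 0% = neutral control wells and 100% = 4 µM acridine orange control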
# Cardiac RTF inh: cardiac RTF calcium desensitization | P19429+P45379 | IANBD-labeled cardiac RTF, Ca2+ fluorescence | inhibition, % at 7.15 µM | 0.12% of 340,000 active;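 active = inhibition above the mean inhibition of all tested compounds plus 3 SD, cut at about 17% in these data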;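 also: assay run at fixed EC70 calcium of 1.6 mM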
# HTR5A ag: activates human HTR5A in OPRM1-OPRD1 agonist counter-screen | P47898 | HTR5A agonist assay, luminescence, cell-based | 0.61% of 340,000 active | activation, % at 9.3 µM; in the data active = activation mostly above about 9.5%, no sharp cut-off; inactive = mostly below about 7.6%;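 also: 0% = cells with vehicle only and 100% = reference agonist; strong numbers were not always called active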
# Target sequence (P47898 whole entry, looked up): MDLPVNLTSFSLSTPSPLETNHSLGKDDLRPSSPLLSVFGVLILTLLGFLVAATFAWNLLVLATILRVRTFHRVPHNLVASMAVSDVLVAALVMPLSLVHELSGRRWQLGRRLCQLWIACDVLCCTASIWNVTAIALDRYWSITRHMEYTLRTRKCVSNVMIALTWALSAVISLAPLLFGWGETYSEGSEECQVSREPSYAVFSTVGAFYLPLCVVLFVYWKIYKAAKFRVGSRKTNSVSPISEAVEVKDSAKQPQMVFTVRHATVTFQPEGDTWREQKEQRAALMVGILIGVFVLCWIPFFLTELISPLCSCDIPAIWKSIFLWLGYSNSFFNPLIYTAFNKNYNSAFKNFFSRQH
# Keap1 Nrf2 FP: inhibitors of human Keap1-Nrf2 protein-protein interaction | 0.15% of 340,000 active | Keap1 Kelch-Nrf2 peptide fluorescence polarization, 1536-well | inhibition, % at 9.4 µM | Q14145; in the data active = inhibition above about 12%;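 also: human Keap1 Kelch domain with fluorescein labeled Nrf2 9mer peptide probe; 0% = neutral control wells and 100% = peptide positive control; higher means more block of Keap1 binding to Nrf2 peptide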
# Target sequence (Q14145 whole entry, looked up, the tested form may be a part): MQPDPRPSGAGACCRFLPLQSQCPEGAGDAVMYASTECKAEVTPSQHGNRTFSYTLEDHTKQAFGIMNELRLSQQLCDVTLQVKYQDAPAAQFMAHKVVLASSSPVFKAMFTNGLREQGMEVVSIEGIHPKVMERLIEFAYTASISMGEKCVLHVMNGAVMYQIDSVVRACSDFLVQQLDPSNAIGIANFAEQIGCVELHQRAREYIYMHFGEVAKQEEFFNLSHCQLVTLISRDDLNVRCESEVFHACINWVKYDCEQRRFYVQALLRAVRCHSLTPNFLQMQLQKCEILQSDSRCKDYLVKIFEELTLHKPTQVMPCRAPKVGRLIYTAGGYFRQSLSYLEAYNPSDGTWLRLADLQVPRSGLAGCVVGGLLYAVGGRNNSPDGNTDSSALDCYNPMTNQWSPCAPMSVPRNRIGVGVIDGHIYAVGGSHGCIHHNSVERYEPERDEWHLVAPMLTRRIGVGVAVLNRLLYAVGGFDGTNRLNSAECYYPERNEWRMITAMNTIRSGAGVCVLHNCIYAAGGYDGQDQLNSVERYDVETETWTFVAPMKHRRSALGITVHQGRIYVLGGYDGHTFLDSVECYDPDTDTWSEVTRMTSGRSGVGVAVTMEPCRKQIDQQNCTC
# HTR5A inv ctr: counter-screen for OPRM1-OPRD1 inverse agonists: human HTR5A inverse agonism | P47898 | HTR5A cell line, luminescence | inhibition, % at 9.3 µM | 0.083% of 340,000 active; in the data active = inhibition mostly above about 23%, no sharp cut-off; inactive = mostly below about 18%;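 also: 0% = cells with DMSO and 100% = no-cell wells with DMSO; some compounds called inactive have numbers as strong as hits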
# V-ATPase pHluor: regulators of yeast V-ATPase proton transport | S. cerevisiae, pHLuorin cytosolic pH fluorescence | response, % at 10 µM | 0.37% of 350,000 active; in the data active = response mostly above about 7.3%, no sharp cut-off; inactive = mostly below about 5.4%; also: actives read high; inactives centre near 0; some compounds called inactive have numbers as strong as hits; reference of the scale not given here
# OPRM1-OPRD1 inv: inverse agonists of human mu-delta opioid receptor heterodimerization; P35372+P41143; cell-based MOR-DOR heterodimer luminescence, inverse agonism; inhibition, % at 9.3 µM; 0.21% of 340,000 active; AID 504357; in the data active = inhibition above about 22%, passing the limit was not always enough;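 also: 0% = cells with DMSO and 100% = wells without cells with DMSO; values of inactives mirror those of a sister screen read the other way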
# CAL PDZ FP: blocks peptide binding to the human CAL PDZ domain; Q9HD26; purified CAL PDZ, TMR-peptide fluorescence polarization, 1 h; inhibition, % at 24.9 µM; 0.92% of 300,000 active; AID 602252;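 active = mean inhibition of at least 30% with at least half of replicates also reaching 30%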;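 also: 0% = DMSO neutral control and 100% = excess unlabeled competitor peptide PRC23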
# MOR-DOR ag: OPRM1-OPRD1 heterodimerization agonism; cells, luminescence; activation, % at 9.3 µM; 0.3% of 340,000 active; in the data active = activation above about 18%;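 also: 0% = vehicle-treated cells and 100% = reference agonist; values of inactives mirror those of a sister screen read the other way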
# RTF Ca sens act: increases calcium sensitivity of human cardiac regulated thin filaments; P19429+P45379; IANBD-labeled TnC RTF fluorescence at EC20 calcium; 0% EC20 calcium, 100% full calcium; activation, % at 7.2 µM; 0.24% of 340,000 active; AID 493008;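 active = activation above the mean over all tested compounds plus 3 SD, cut at about 30% in these data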;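 also: rise in fluorescence read as greater calcium sensitivity of cardiac thin filaments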
# Starred values were filed as active, the others as inactive; x = not tested or not shown.
SMILES,C-LANA FP,Cardiac RTF inh,HTR5A ag,Keap1 Nrf2 FP,HTR5A inv ctr,V-ATPase pHluor,OPRM1-OPRD1 inv,CAL PDZ FP,MOR-DOR ag,RTF Ca sens act
CCCCSCCCNC(=O)CS(=O)Cc1nc(-c2cccc(C)c2)oc1C (stereo not drawn),-0.4,-2,7,-3,-18,1,5,-1,-1.1,2
COc1ccc(N=Nc2nc3ccc(Br)cc3n2C)cc1,70*,-272,8,48*,7,-2,12,23,-2.4,132*
COc1ccc(C2(CNC(=O)Cc3ccc(OC)c(OC)c3)CCCC2)cc1,-0.4,-21,0,-3,0,2,8,-1,-1.5,8
Cc1ccc(S(=O)(=O)NCC(=O)NCC(=O)NCCc2ccccc2F)cc1C,2.8,1,0,1,-11,1,19,-18,-5.0,4
COC(=O)CCC(=O)N1CCCC(CNS(=O)(=O)c2ccc(OC)cc2)C1 (stereo not drawn),-1.1,2,4,-2,16,-3,4,1,-0.8,4
Oc1ccccc1Nc1nc(NCc2ccco2)c2ccccc2n1,-0.9,0,5,4,-16,-1,-22,-8,4.2,1
COc1ccc(CCCC(=O)N/N=C/c2cccc(OC)c2O)cc1C,2.5,-3,3,4,-21,0,-3,-1,0.5,0
CS/C(=C(/C#N)S(=O)(=O)c1ccc(Cl)cc1)N1CCOCC1,0.0,x,x,-4,x,2,x,-1,x,x
O=C(COC(=O)C1(c2ccc(Cl)cc2)CCCC1)Nc1ncc(C(F)(F)F)cc1Cl,0.1,-4,4,-4,-11,2,-19,0,3.8,-4
Cc1ccc(S(=O)(=O)N2CCOCC2)cc1NC(=O)CSc1ccc(Cl)cc1,0.4,-2,0,-2,0,0,-8,-5,1.2,-8
COc1cc(NC2c3ccccc3C(=O)N2Cc2ccccc2Cl)cc(OC)c1 (stereo not drawn),0.5,-3,3,1,16,-24,11,2,-2.0,6
COc1ccccc1N1C(=O)CC(N2CCN(c3ccc([N+](=O)[O-])cc3)CC2)C1=O (stereo not drawn),-0.9,-2,2,-1,-6,-2,23,-1,-4.9,-8

# A section from the list above, as a working copy:
SMILES,C-LANA FP,Cardiac RTF inh,HTR5A ag,Keap1 Nrf2 FP,HTR5A inv ctr,V-ATPase pHluor,OPRM1-OPRD1 inv,CAL PDZ FP,MOR-DOR ag,RTF Ca sens act
CCCCSCCCNC(=O)CS(=O)Cc1nc(-c2cccc(C)c2)oc1C (stereo not drawn),-0.4,-2,7,-3,-18,1,5,-1,-1.1,2
COc1ccc(N=Nc2nc3ccc(Br)cc3n2C)cc1,70*,-272,8,48*,7,-2,12,23,-2.4,132*
COc1ccc(C2(CNC(=O)Cc3ccc(OC)c(OC)c3)CCCC2)cc1,-0.4,-21,0,-3,0,2,8,-1,-1.5,8
Cc1ccc(S(=O)(=O)NCC(=O)NCC(=O)NCCc2ccccc2F)cc1C,2.8,1,0,1,-11,1,19,-18,-5.0,4

# The listing continues:
SMILES,C-LANA FP,Cardiac RTF inh,HTR5A ag,Keap1 Nrf2 FP,HTR5A inv ctr,V-ATPase pHluor,OPRM1-OPRD1 inv,CAL PDZ FP,MOR-DOR ag,RTF Ca sens act
COC(=O)c1ccc(NC(=O)CN(c2ccc3c(c2)OCO3)S(C)(=O)=O)cc1,-0.2,-8,-1,1,7,1,-3,-3,0.5,4
O=C(Nc1ccc2c(c1)OCO2)N1CCN(c2ccc(F)cc2)CC1,-0.6,4,1,2,-4,-5,0,-2,0.0,0
COC(=O)C(NC(C)=O)(Nc1ccc(Br)cc1)C(=O)OC,0.6,3,0,-3,-1,-4,-10,-3,1.6,0
C=CCn1cc(C(=O)NCCCOC)c(=O)c2cc(S(=O)(=O)N(CC)CC)ccc21,-0.4,0,-2,-2,5,2,6,-3,-1.2,3
C[C@H](CO)N1C[C@H](C)[C@@H](CN(C)S(=O)(=O)c2ccccc2)Oc2ccc(NC(=O)Nc3ccc(C(F)(F)F)cc3)cc2C1=O,-0.8,-14,-2,-3,8,0,10,-1,-2.1,-8
Cc1cc(S(=O)(=O)N2CCOCC2)ccc1OCC(=O)N1CCCCC1,-2.2,-12,3,-3,-11,-5,-9,1,1.1,1
O=S1(=O)NC(=NCCOCCO)c2ccccc21,1.0,-2,0,-3,0,-2,8,1,-1.6,4
OCCN1CCN(CC#CCC(c2ccccc2)c2ccccc2)CC1,-2.1,-7,-2,-4,2,1,-1,3,0.2,7
O=C(O)CSC(=S)N1CCCC1,0.1,6,1,-2,-2,-1,12,0,-2.4,-3
COc1ccc(C(=O)Nc2ccc(S(=O)(=O)N3CCCCC3C)cc2)c(OC)c1OC (stereo not drawn),0.1,-6,3,3,-5,2,23,-4,-4.9,1
Cc1cccc(NC2=C(Cl)C(=O)OC2NC(=O)c2ccccc2)c1 (stereo not drawn),0.4,-3,5,-2,-11,3,-14,-3,2.4,6
Cc1ccc(Cl)cc1S(=O)(=O)N1CCC(C(=O)NC2CCN(Cc3ccccc3)CC2)CC1,-1.3,-26,-1,3,-5,-1,-11,1,2.1,0
COc1ccc(-c2nnc(NC(=O)CSc3ccc(C)cc3)s2)cc1OC,-1.2,4,-4,-3,-1,-3,1,2,-0.1,-2
CN1CCN(NC(=O)Nc2cccc(Cl)c2Cl)CC1,-1.1,x,x,-2,x,-1,x,3,x,x
O=C(NCCSc1ccc(Cl)cc1)c1ccc(CN2CCOCC2)cc1,-1.3,-11,1,-3,-3,4,0,8,-0.1,-2
O=C(CN1CCN(Cc2ccc(F)cc2Cl)C1=O)NCc1cccs1,3.3,-7,3,0,-11,-1,16,-1,-3.1,-2
COc1ccccc1CNC(=O)CCCn1nc(C)n2ccnc2c1=O,-0.8,-11,1,-1,8,-2,7,1,-1.2,0
CCc1nc2ccccc2n(CC)c1=O,1.3,-5,0,-1,-9,2,6,-3,-1.1,2
Cc1c(NC(=O)CCC(=O)N2CCOCC2)c(=O)n(-c2ccccc2)n1C,1.6,-5,-3,0,-4,1,13,-2,-2.5,0
CCCn1cc(CN2CCC(n3nccc3NC(=O)c3ccc4c(c3)OCO4)CC2)c(C)n1,0.1,-5,2,3,23,2,0,-3,0.0,0
O=S(=O)(Cc1ncc(C(F)(F)F)cc1Cl)c1ccccc1,-1.7,-2,0,1,2,-3,13,-6,-2.5,0
Cc1cc(NC(=O)CSc2nc(C(C)C)nc3sc(C)c(C)c23)no1,-0.8,-6,-5,0,-21,-4,-32,-1,5.7,4
O=C(NC(=S)Nc1ccc(Cl)cn1)C(c1ccccc1)c1ccccc1,5.1,-1,-8,2,17,2,0,-12,-0.1,-1
Cc1ccc(C(=O)Nc2ccc(N3CCN(S(C)(=O)=O)CC3)cc2)cc1C,1.3,x,x,1,x,1,x,7,x,x
COc1ccc(NC(=O)CSc2nnc3n2CCCCC3)cc1,0.0,6,3,-6,-7,-4,3,-2,-0.5,8
Cc1cnc(=O)[nH]c1SCC(=O)c1ccc(F)cc1,-1.0,0,-1,0,5,-4,13,-3,-2.4,1
COc1ccc(CCN2C(=O)N(c3ccc(OC)cc3)C(=O)C2CC(=O)Nc2ccc(OC)cc2)cc1 (stereo not drawn),1.1,4,3,-1,10,9.9*,6,-2,-1.2,0
CC(=O)C(C)n1c(CN2CCN(C(=O)c3ccco3)CC2)nc2c1c(=O)n(C)c(=O)n2C (stereo not drawn),-0.1,1,2,-1,-8,-4,9,8,-1.7,-6
CC1CN(C(=S)NC(=O)C2CCCCC2)CC(C)O1 (stereo not drawn),0.2,-1,2,2,-8,-1,13,-4,-2.5,5
COc1ccc(Nc2nc(-c3cccs3)nc3ccccc23)c(OC)c1,-2.9,-3,6,-4,-20,0,-13,-1,2.5,10
COc1ccc(NC(=S)NC(=O)C2CCCCC2)cc1,1.3,-5,8,1,-3,-3,-18,0,3.4,0
COc1ccc(S(=O)(=O)N2CCOCC2)cc1C(=O)Nc1nc2ccccc2s1,1.9,-2,-2,1,8,-2,1,-5,-0.2,-8
Cc1ccc2nc(N/C(N)=N/S(=O)(=O)c3ccc([N+](=O)[O-])cc3)nc(C)c2c1,-0.2,-13,2,-5,-6,-1,-38,-3,5.7,8
Cc1nn(C)c(C)c1CN(Cc1nc(CCC(C)C)no1)C(C)C,0.7,-4,7,-4,23,5,-7,x,1.3,1
COc1ccccc1N(CC(=O)NC1CCCCC1)C(=O)Cn1nnc(-c2ccc(C)o2)n1,-0.3,0,4,2,-10,-3,13,-4,-2.0,-12
Cc1ccc2c(c1)Oc1ccc(NC(=O)CCl)cc1C(=O)N2,0.3,-1,15*,1,-18,4,14,-4,-2.9,-5
CN(C)c1ccc(/C=N/NC(=O)CCCO)cc1,-0.2,x,x,-4,x,-2,x,2,x,x
CCN1CCN(c2nc3c(c(=O)n(C)c(=O)n3C)n2CCSc2ncccn2)CC1,-1.2,-3,0,-3,14,-1,13,-5,-2.6,2
CCOc1cc(CNCc2cccs2)cc(Br)c1OCC,-2.3,-2,-7,-4,17,0,-23,-2,4.1,-2
CCNC(=S)N1CCN(c2cccc(C(F)(F)F)c2)CC1,-0.5,-10,2,0,-7,-2,-8,-3,1.5,5
COc1ccc(Cc2nnc(SCC(=O)Nc3ncc(C)s3)o2)cc1,0.4,-4,2,-2,-12,4,19,-3,-3.2,2
CCOC(=O)N1CCN(C(=O)CN2C(=O)COc3ccc(C)cc32)CC1,0.2,0,4,2,1,4,15,6,-2.8,1
CN(CC(=O)N1CC(=O)N(CCc2ccccc2)C(=O)C1)S(=O)(=O)c1cccc2nsnc12,-0.3,-6,0,-1,-3,7,0,1,0.0,6
Cc1ccccc1N1CC(C(=O)Nc2ccc(S(=O)(=O)N3CCCC3)cc2)CC1=O (stereo not drawn),0.9,-11,0,0,9,4,10,-8,-1.5,-5
CCCCc1nnc(NC(=O)CCSc2ccccc2)s1,0.4,-5,4,2,-12,3,-9,-1,1.8,0
CC(C)(Oc1ccc(Cl)cc1)C(=O)NC1CC1,-0.7,-1,0,1,9,0,10,x,-1.5,0
COc1ccc(Cn2c(C(C)C)nc3sc4ccccc4c(=O)c3c2=O)cc1,0.7,-7,0,1,-4,-5,19,x,-3.6,2
COc1ccc2c(COC(=O)CC3Sc4ccccc4NC3=O)cc(=O)oc2c1 (stereo not drawn),-2.4,-1,-7,-4,19,0,-13,3,1.8,5
COc1ccc(CNC(=O)c2ccc(Cn3cc(Br)cn3)o2)cc1,0.3,-4,-1,-4,3,0,19,-1,-4.8,0
Cc1cc(C)nc(Nc2ccc(Br)cc2C(=O)O)n1,1.0,3,2,0,-7,5,17,4,-3.8,1
O=C(/C=C/c1ccccc1[N+](=O)[O-])NCc1cccnc1,-1.4,-9,-3,2,8,-1,15,-2,-2.8,-5
COc1ccc(-c2cc(-c3ccccc3)n[nH]2)c(O)c1,-0.6,-2,0,-1,1,-4,8,-5,-1.5,-1
Cn1nnnc1SCC(=O)N1CCN(c2ccccc2)CC1,-0.4,-13,-1,-2,5,4,14,-6,-2.6,-1
CCCOc1ccc(C(=O)NC(=S)NNC(=O)c2c(-c3ccccc3)noc2C)cc1,4.3,6,-12,-5,44*,4,46*,x,-9.1,-1
COc1ccc(CN2CC(C(=O)N3CC(C)CC(C)C3)CC2=O)cc1 (stereo not drawn),0.5,-4,3,1,-10,3,0,-6,0.0,-4
Cc1ccccc1-c1cc(C(=O)O)n(CC2CC(c3cccnc3)=NO2)n1 (stereo not drawn),-2.0,1,-4,-5,-7,-3,4,2,-0.7,15

# Compounds were not picked by outcome; any-hit rate near 2.8%.
